Screens from PubChem BioAssay.
RPL19A TOR yeast = modulators of TOR pathway RPL19A-GFP in S. cerevisiae. S. cerevisiae RPL19A-GFP strain, flow cytometry, 3 h; stronger effect = lower value. percent response vs DMSO, % at 10 µM. actives 0.3% (n = 330,000). AID 2025;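 active = percent response vs DMSO below 50%; inconclusive = fewer than 70 events counted for the yeast strain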;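 also: median channel GFP fluorescence of the barcoded RPL19A-GFP strain; ratio of sample median GFP to plate DMSO average so 100% = DMSO; lower means less RPL19A-GFP as with rapamycin TOR inhibition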
MEP2 TOR yeast = alters MEP2-GFP fluorescence in TOR pathway yeast screen; actives 0.51% (n = 330,000); GFP response vs DMSO, % at 10 µM; S. cerevisiae MEP2-GFP strain, flow cytometry GFP, 3 h; 100% = DMSO control level;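 active = GFP response versus DMSO above a set limit, roughly screen mean plus 3 SD, cut at about 180% in these data; inconclusive = fewer than 70 cells counted for a yeast strain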;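 also: median GFP fluorescence of the barcode-gated MEP2-GFP cells per well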
procasp7 counter = counter-screen: procaspase-7 (human) activation; P55210; recombinant procaspase-7, Ac-DEVD-pNA absorbance 405 nm; D23A/D198A/D206A triple mutant, cannot self-cleave; scale: DMSO 0, 5 µM enzyme 100; actives 0.093% (n = 330,000); AID 463210; activation, % at 8.5 µM;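 active = percent activation above the screen-wide mean plus 3 SD, cut at about 25% in these data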
Target sequence (P55210 whole entry D23A/D198A/D206A): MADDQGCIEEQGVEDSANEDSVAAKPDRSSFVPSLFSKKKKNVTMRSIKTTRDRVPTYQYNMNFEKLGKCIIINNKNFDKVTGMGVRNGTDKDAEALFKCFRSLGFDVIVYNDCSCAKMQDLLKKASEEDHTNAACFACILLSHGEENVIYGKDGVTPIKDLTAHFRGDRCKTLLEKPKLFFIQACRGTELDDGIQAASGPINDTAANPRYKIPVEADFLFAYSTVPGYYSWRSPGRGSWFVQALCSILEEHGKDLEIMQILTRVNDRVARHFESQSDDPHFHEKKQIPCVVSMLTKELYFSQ
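Assay system: Uncleavable procaspase-7 mutant enzyme / Input: 2 µM procaspase-7 mutant as dispensed / Dosing: single nominal 8.5 µM compound dose, 0.8% DMSO final / Timing: 1 h enzyme–compound preincubation and 2 h substrate reaction, both 25 °C / Detection: p-Nitroaniline absorbance at 405 nm, read at 0 and 120 min / Replication: singlicate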
AHR activator = activates the human aryl hydrocarbon receptor. P35869. AHR-responsive luciferase reporter cells, luminescence. activation, % at 5 µM. actives 2.5% (n = 320,000). AID 2796; in the data active = activation above about 47%;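 also: 0% = vehicle wells and 100% = reference agonist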
procasp3 activ = activates human procaspase-3 | P42574 | recombinant procaspase-3 D3A, Ac-DEVD-pNA absorbance 405 nm | activation, % at 8.5 µM | actives 0.11% (n = 330,000) | AID 463141;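 active = activation above the mean of all tested compounds plus 3 SD, cut at about 21% in these data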;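 also: 0% = DMSO alone and 100% = DMSO wells spiked with extra 5 µM PC-3 D3A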
Target sequence (P42574 whole entry D9A/D28A/D175A): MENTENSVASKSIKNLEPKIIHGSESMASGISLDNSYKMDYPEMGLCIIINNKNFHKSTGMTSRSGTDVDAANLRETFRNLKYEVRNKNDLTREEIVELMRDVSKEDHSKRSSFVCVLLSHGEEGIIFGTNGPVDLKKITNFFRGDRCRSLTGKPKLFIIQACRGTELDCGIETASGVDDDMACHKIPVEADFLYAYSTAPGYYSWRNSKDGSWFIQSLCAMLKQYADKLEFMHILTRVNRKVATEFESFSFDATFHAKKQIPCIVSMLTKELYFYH
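Evaluation: percent activation relative to control range; Material: Procaspase-3 D3A mutant, all three cleavage aspartates alanine; Compound: single dose, 8.5 µM nominal compound, 0.8% DMSO; Replication: one well per compound; Signal: absorbance at 405 nm, 0 and 120 min; Schedule: 1 h preincubation plus 2 h reaction at 25 °C.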
AGP1 TOR yeast = modulators of TOR pathway AGP1-GFP in S. cerevisiae. actives 0.02% (n = 320,000). S. cerevisiae AGP1-GFP multiplex flow cytometry, 3 h; GFP as percent of DMSO wells. GFP response vs DMSO, % at 10 µM;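 active = GFP response relative to DMSO above a set limit, near screen average plus 3 SD, cut at about 150% in these data; inconclusive = fewer than 70 cells counted for the yeast strain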;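 also: median GFP channel fluorescence of the gated AGP1 strain per well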
LAP4 TOR yeast = yeast TOR pathway LAP4-GFP modulation; GFP response vs DMSO, % at 10 µM; actives 0.34% (n = 320,000); S. cerevisiae LAP4-GFP multiplex, flow cytometry GFP, 3 h; median GFP as percent of DMSO wells;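 active = GFP response vs DMSO above a set limit, about the screen mean plus 3 SD, cut at about 150% in these data; inconclusive = under 70 cell events counted for the yeast strain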
CIT2 TOR yeast = yeast TOR pathway CIT2-GFP modulation | S. cerevisiae CIT2-GFP strain, flow cytometry, 3 h; 100 means same as DMSO wells | GFP response vs DMSO, % at 10 µM | actives 0.065% (n = 320,000) | AID 2029;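 active = GFP response relative to DMSO above a set limit, near the screen mean plus 3 SD, cut at about 150% in these data; inconclusive = Fewer than 70 cells measured for a yeast strain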;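 also: ratio of well median GFP fluorescence to mean of DMSO wells on the plate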
Numbers without * were called inactive; ? = inconclusive; nt = no result given; [ ] = dose if it differs, or a comment.

SMILES | RPL19A TOR yeast | MEP2 TOR yeast | procasp7 counter | AHR activator | procasp3 activ | AGP1 TOR yeast | LAP4 TOR yeast | CIT2 TOR yeast
O=C(Nc1cccc(Cl)c1Cl)C1CCN(c2ncccn2)CC1 | 100.3 | 102.5 | -4.8 | -1.4 | -0.3 | 97.6 | 87.3 | 77.6
COc1ccc(S(=O)(=O)N(C)CC(=O)N2CCCC2)cc1 | 104.3 | 105.6 | 14.3 | -0.5 | -0.1 | 99.6 | 86.8 | 104.7
NC(=O)c1ccc(Oc2ccc3ccc(=O)oc3c2)c([N+](=O)[O-])c1 | 102.0 | 113.6 | 1.5 | 23.1 | -1.8 | 106.0 | 97.7 | 106.5
O=C(CSc1ccccn1)N/N=C/c1cc([N+](=O)[O-])ccc1O | 45.3*[may fluoresce violet] | 276.6*[may fluoresce violet] | -10.3 | 1.5 | -0.5 | ? | 79.2[may fluoresce violet] | ?
CCOc1ccc(NC(=O)CN(C)C(=O)CCSc2ccc(F)cc2)cc1OCC | 99.3 | 101.6 | 8.8 | 0.3 | 18.6 | 99.9 | 100.9 | 95.7
COc1ccccc1CNC(=O)CCCOc1cc(=O)n(C)c2ccccc12 | 94.8 | 99.0 | -0.6 | 4.1 | -3.2 | 95.5 | 98.3 | 87.7
O=C1CCC(C(=O)N2CCCC2)CN1Cc1cccc(C(F)(F)F)c1 (configuration not stated) | 100.7 | 97.5 | -0.4 | -5.1 | 1.7 | 99.2 | 93.3 | 101.5
CC(C)(C)NC(=O)Cn1nnc(-c2cccs2)n1 | 100.3 | 100.3 | 6.8 | 7.8 | 7.0 | 105.6 | 112.2 | 99.6
CCOC(=O)c1ccc(S(=O)(=O)N2CCN(C(=O)CSc3nc4ccccc4o3)CC2)cc1 | 97.1 | 93.7 | 4.6 | 2.7 | 0.5 | 101.8 | 101.2 | 102.8
C/C(=N\NC(N)=S)C1C2C3CC4C5CC(C42)C1C53 (configuration not stated) | 103.5 | 121.3 | -3.5 | -3.0 | 1.4 | 113.8 | 133.1 | 106.3
O=C(O)C1Nc2c(O)cc(Cl)c([N+](=O)[O-])c2C2C=CCC12 (configuration not stated) | 95.4 | 91.7 | -0.7 | 2.2 | 1.7 | 87.1 | 103.7 | 89.5
CC(C)(C)C(=O)Nc1ccc(-c2cn3cccnc3n2)cc1 | 104.6 | 118.8 | 6.2 | 1.7 | 4.8 | 98.5 | 113.4 | 96.8
O=C(NCCCN1CCCC1=O)Nc1cc(Cl)ccc1Cl | 99.7 | 88.4 | 2.6 | 9.3 | -0.1 | 88.7 | 77.8 | 88.5
CCCCn1c(SCC(=O)NC(=O)NCc2ccco2)nc2cc(S(N)(=O)=O)ccc21 | 93.0 | 95.2 | 3.8 | -1.1 | -4.3 | 100.4 | 96.1 | 98.5
COc1ccc(C(=O)N2CCN(CCNC(=O)C(=O)Nc3ccc(F)cc3)CC2)cc1OC | 99.8 | 104.1 | 4.1 | -4.8 | 6.0 | 99.0 | 87.5 | 91.0
CC(C)n1cc(CN2CCCC(CO)(Cc3cccc(Cl)c3)C2)cn1 (configuration not stated) | 96.4 | 100.6 | 0.4 | -1.3 | -3.9 | 102.9 | 104.9 | 94.9
Cc1ccc(-n2c(=O)cc(N3CC(C)OC(C)C3)[nH]c2=O)cc1 (configuration not stated) | 98.8 | 100.3 | -3.8 | -1.1 | -1.7 | 102.4 | 107.4 | 99.5
COc1ccc(-n2c(C)cc(/C=C(\C#N)C(=O)NCc3ccco3)c2C)cc1 | 108.6 | 107.8 | -2.4 | 8.1 | -14.7 | 96.9 | 91.8 | 105.9
Cc1ccc(S(=O)(=O)N2CCN(CCc3ccncc3)CC2)cc1 | 98.7 | 119.1 | 5.9 | 2.2 | 3.0 | 100.5 | 101.2 | 108.3
CCc1noc(C)c1C(=O)Nc1nc2c(C)cc(C)cc2s1 | 91.3 | 101.3 | 7.0 | -9.2 | 10.9 | 99.0 | 140.8 | 78.6
CC(=O)Nc1cccc(NC(=O)CSc2nc(=O)n(CCN3CCOCC3)c3c2CCC3)c1 | 98.5 | 94.1 | 14.2 | -0.7 | -6.5 | 104.9 | 105.1 | 94.8
CCOC(=O)c1sc(NC(=O)CN2C(=O)NC3(CC(C)CC(C)(C)C3)C2=O)cc1C (configuration not stated) | 93.7 | 94.2 | -4.0 | 1.6 | -1.5 | 103.0 | 88.4 | 101.7
O=C(CSc1nnc(-c2ccncc2)o1)NCc1ccc(Cl)cc1 | 106.0 | 101.3 | 10.7 | 3.2 | 7.8 | 100.8 | 94.6 | 103.2
CC(C)C(=O)NC(=S)Nc1ccc(S(=O)(=O)Nc2ccccc2)cc1 | 105.7 | 107.3 | -0.1 | 0.6 | 4.0 | 105.6 | 97.7 | 110.0
O=C1CSC(c2ccc(Cl)cc2)N1Nc1nc(N2CCOCC2)nc(N2CCOCC2)n1 (configuration not stated) | 102.4 | 94.6 | 1.0 | 2.1 | -6.2 | 98.4 | 102.0 | 105.6
O=C1NC2=C(C(=O)CCC2)C(c2ccc3ncccc3c2)N1 (configuration not stated) | 94.7 | 93.0 | 4.5 | -0.3 | 10.7 | 90.6 | 90.8 | nt
CCOC(=O)C1(CCOc2ccccc2)CCN(C(=O)c2ccc(-n3cccn3)cc2)CC1 | 96.1 | 96.4 | 9.1 | -0.3 | -1.8 | 103.2 | 98.5 | 89.9
Cc1c(NC(=O)Nc2ccc(F)cc2F)c(=O)n(-c2ccccc2)n1C | 101.5 | 101.8 | 8.1 | 0.5 | -1.2 | 108.6 | 102.7 | 107.6
Cc1onc(-c2ccccc2Cl)c1C(=O)OCC(=O)c1c(N)n(C)c(=O)n(C)c1=O | 94.5 | 99.1 | 3.9 | 1.4 | 8.3 | 101.2 | 98.7 | 99.6
O=C(NCc1cccnc1)C1CCN(C(=O)c2ccc(Cl)cc2Cl)CC1 | 98.0 | 93.6 | 7.8 | 0.7 | 4.0 | 100.7 | 84.1 | nt
C[C@@H]1NC(=O)[C@H](CCC(N)=O)NC(=O)c2cc([N+](=O)[O-])cc(I)c2NCC[C@@H](C(N)=O)NC1=O | 105.8 | 95.5 | -1.6 | 0.8 | 0.4 | 93.0 | 126.9 | 114.9
COC(=O)c1cc(C(=O)NCC2CCCCC2)cc([N+](=O)[O-])c1 | 96.4 | 96.5 | -5.4 | -2.1 | 1.8 | 99.1 | 111.3 | 92.0
Fc1ccc(NC(=S)N2CCSC2c2cccs2)cc1 (configuration not stated) | 102.9 | 96.4 | 4.9 | -0.1 | -2.3 | 109.3 | 101.6 | 105.5
CCc1nnc(NC(=O)CN2CCN(c3nc(-c4ccccc4)cs3)CC2)s1 | 93.8 | 97.2 | -2.6 | -0.2 | 0.5 | 96.7 | 98.0 | 92.6
Cc1cccnc1NCC(O)COc1ccccc1 (configuration not stated) | 95.3 | 109.1 | -8.0 | 0.7 | -5.0 | 105.1 | 104.8 | 104.8
Cc1nc2ccccc2c(=O)n1NCc1cccs1 | 100.0 | 101.7 | 3.9 | 46.9 | 7.4 | 95.2 | 100.3 | 91.7
CC(C)CCNC(=O)C(c1ccco1)N(CCCO)C(=O)Cn1nnc(-c2ccc(F)cc2)n1 (configuration not stated) | 104.1 | 104.7 | 3.5 | 1.1 | 6.4 | 109.5 | 97.3 | 119.8
CC(C)C(=O)Nc1ccc(C(=O)N/N=C/c2cc(Br)cc(Br)c2O)cc1 | 102.2 | 100.3 | -20.3 | 5.4 | 3.9 | 95.5 | 87.0 | 101.5
COc1ccc(-c2nn(-c3ccccc3)cc2C(=O)N/N=C/c2ccc([N+](=O)[O-])o2)cc1 | 114.2 | 204.5* | -1.6 | 0.9 | 1.8 | 119.5 | 181.1* | 227.9*
COc1ccc(S(=O)(=O)N[C@@H](CSCc2ccccc2)C(=O)O)cc1 | 109.0 | 99.0 | nt | nt | nt | 96.2 | 71.4 | 92.3
CCCN(CCO)Cc1cccc(Cl)c1 | 98.8 | 103.2 | -1.7 | -1.7 | -3.6 | 100.4 | 103.1 | 105.4
O=C(O)Cn1ncc2ccccc2c1=O | 95.6 | 95.6 | 12.6 | -0.1 | 4.4 | 96.8 | 97.6 | 101.5
CCCCN1C(=O)N(c2nnc(C(C)(C)C)s2)C(O)C1c1ccc(C)cc1 (configuration not stated) | 99.6 | 96.6 | 1.5 | 0.1 | 2.5 | 101.3 | 110.2 | 95.9
C/C(=N\NC(=O)c1c(Cl)c(C)nn1C)c1ccc(NC(=O)COc2ccc(Cl)cc2C)cc1 | 97.6 | 99.8 | -7.0 | 2.2 | 0.5 | 99.0 | 105.9 | 115.6
O=C(CNC(=O)c1ccc(Cl)cc1Cl)Nc1ccc(F)cc1 | 100.5 | 101.9 | 4.6 | 4.8 | 0.2 | 102.1 | 108.1 | 105.5
CC(C)OC(=O)c1cc(NC(=O)C2C3C=CC(O3)C2C(=O)O)cc(C(=O)OC(C)C)c1 (configuration not stated) | 108.3 | 116.5 | -2.8 | 0.8 | 4.9 | 93.2 | 100.2 | 99.4
COc1ccc(-n2c(-c3ccc(OC)c(OC)c3)n[nH]c2=S)cc1 | 101.2 | 108.4 | 4.1 | 3.3 | -7.5 | 103.1 | 109.5 | 107.5
O=C(NC1CCCC1)C(c1ccco1)N(C(=O)c1csnn1)c1ccccc1 (configuration not stated) | 99.3 | 111.5 | 6.3 | 0.3 | 5.7 | 104.4 | 101.5 | 102.7
COc1ccc(C2=NN(C(=O)CSc3nc4ccccc4s3)C(c3ccc(OC)cc3)C2)cc1 (configuration not stated) | 103.5 | 97.1 | -6.9 | 17.0 | -7.0 | 97.4 | 89.7 | 97.2
COc1ccc2c(c1)nc(NCCCO)n2Cc1ccccc1 | 93.9 | 96.7 | -9.3 | 2.1 | 7.2 | 103.8 | 106.0 | 105.6
O=C(Sc1ccc(Cl)cc1)c1cccc(Cn2cc(C(F)(F)F)ccc2=O)c1 | 96.5 | 93.3 | 3.0 | -1.4 | -1.9 | 100.2 | 107.2 | 86.1
Cc1cc(C)c2nc(C(F)(F)F)nc(NCCCN3CCCC3=O)c2c1 | 96.0 | 98.0 | 14.3 | 21.8 | 0.9 | 93.2 | 90.0 | 99.1
CCOc1ccc(C(C)=O)cc1COc1ccc(-n2cnnn2)cc1 | 94.3 | 98.0 | -0.1 | -5.1 | 0.8 | 89.6 | 97.3 | 91.0
CC(C)[C@H]1COCCS(=O)(=O)N1Cc1ccc(Cl)cc1 | 93.1 | 94.4 | 9.3 | -4.0 | 1.0 | 95.7 | 95.5 | 92.2

Part of the list above in order of molar mass, high to low:
SMILES | RPL19A TOR yeast | MEP2 TOR yeast | procasp7 counter | AHR activator | procasp3 activ | AGP1 TOR yeast | LAP4 TOR yeast | CIT2 TOR yeast
O=C(Sc1ccc(Cl)cc1)c1cccc(Cn2cc(C(F)(F)F)ccc2=O)c1 | 96.5 | 93.3 | 3.0 | -1.4 | -1.9 | 100.2 | 107.2 | 86.1
O=C(NC1CCCC1)C(c1ccco1)N(C(=O)c1csnn1)c1ccccc1 (configuration not stated) | 99.3 | 111.5 | 6.3 | 0.3 | 5.7 | 104.4 | 101.5 | 102.7
CCOc1ccc(C(C)=O)cc1COc1ccc(-n2cnnn2)cc1 | 94.3 | 98.0 | -0.1 | -5.1 | 0.8 | 89.6 | 97.3 | 91.0
